# Screening data from PubChem BioAssay.
# NPYLR7 ag: activates Aedes aegypti NPYLR7 receptor; HEK293T NPYLR7/Galpha15, GCaMP6s calcium fluorescence; activation, % at 10 µM; actives 0.15% (n = 270,000); AID 1259423; in the data active means activation above about 40%;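 further: 0% = vehicle and 100% = reference agonist at the receptor; some compounds past the cut are filed as inactive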
# hcGAS lum: inhibitors of human cGAS. Q8N884. recombinant h-cGAS, ATP depletion, Kinase-Glo luminescence. inhibition, % at 12.5 µM. actives 0.081% (n = 290,000). AID 1259398;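 further: 0% = vehicle reaction and 100% = reaction without DNA for no activity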
# Target sequence (Q8N884 whole entry, looked up): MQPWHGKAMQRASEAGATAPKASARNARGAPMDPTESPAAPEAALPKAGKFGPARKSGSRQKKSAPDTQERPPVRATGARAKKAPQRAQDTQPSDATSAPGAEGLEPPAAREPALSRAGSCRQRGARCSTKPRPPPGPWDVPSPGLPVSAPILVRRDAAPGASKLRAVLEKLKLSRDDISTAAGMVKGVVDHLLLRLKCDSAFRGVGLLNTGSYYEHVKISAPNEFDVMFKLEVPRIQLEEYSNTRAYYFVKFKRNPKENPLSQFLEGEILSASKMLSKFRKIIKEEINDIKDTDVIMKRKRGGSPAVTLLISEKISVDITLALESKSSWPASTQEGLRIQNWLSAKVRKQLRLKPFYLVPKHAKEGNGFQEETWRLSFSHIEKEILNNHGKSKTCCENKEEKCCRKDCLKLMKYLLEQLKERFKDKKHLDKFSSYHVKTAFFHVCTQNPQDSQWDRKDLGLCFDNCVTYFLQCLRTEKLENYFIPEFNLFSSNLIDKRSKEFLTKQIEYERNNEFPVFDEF
# mcGAS inh: inhibitors of mouse cGAS; Q8C6L5; recombinant cGAS, Kinase-Glo ATP depletion luminescence; inhibition, % at 12.5 µM; actives 0.15% (n = 160,000); AID 1259399;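 further: 0% = negative control wells and 100% = reference inhibitor with no enzyme activity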
# Numbers without * were called inactive; x = no result given. Unless noted, no stated cut-off is given here; in the data, active means inhibition above about 40%; inactive means the rest.
# Results follow in this order: NPYLR7 ag | hcGAS lum | mcGAS inh
(1) COCC1CCCCN1C(=O)CC1(c2ccccc2)CC(=O)N(Cc2ccc3c(c2)OCO3)C1=O (stereo unspecified)
    16.6 | -3.3 | -1.7
(2) C/C(=C\c1ccccc1)CN1CCC(n2nccc2NC(=O)C2CCCC2)CC1
    -2.3 | -5.6 | -9.0
(3) Cc1ccccc1C1=NOC(CN(Cc2ccc(C(F)(F)F)cc2)C(=O)c2cccc(F)c2)C1 (stereo unspecified)
    8.2 | -3.8 | -8.7
(4) COCCN(Cc1cccc(OS(=O)(=O)c2cccc(C(F)(F)F)c2)c1)S(=O)(=O)c1ccc(C(C)(C)C)cc1
    -9.8 | -10.1 | -3.6
(5) O=C(Nc1ccc(F)cc1)c1cc(S(=O)(=O)N2CCOCC2)ccc1F
    6.4 | -11.3 | -8.6
(6) CC1NC(=S)N(c2cccc(Oc3ccncc3)c2)C1=O (stereo unspecified)
    -0.6 | -4.8 | -5.3
(7) CC(=O)Nc1cc(Br)cnc1OCC(F)(F)F
    -29.4 | 2.9 | x
(8) COc1ccc(S(=O)(=O)n2nc(C)c(S(=O)(=O)N3CCC(C)CC3)c2C)cc1OC
    2.4 | -5.4 | x
(9) CC1=NN(c2ccccc2)C(=O)/C1=C/c1cc(-c2ccccc2)n(-c2ccc([N+](=O)[O-])cc2)c1-c1ccccc1
    1.7 | -10.6 | -5.9
(10) Cc1ccc(C)c(Nc2nnc(C)c(=O)[nH]2)c1
    11.1 | -4.2 | x
(11) COc1ccc(-c2cc(C(=O)N3CCN(c4cccc(Cl)c4)CC3)n3nc(-c4ccc(Cl)cc4)cc3n2)cc1
    5.3 | -0.8 | -6.5
(12) O=C(Cn1cnc2c(nnn2Cc2ccccc2)c1=O)N1CCc2ccccc21
    5.8 | -4.3 | x
(13) C=C(C)COc1ccc(C(=O)NCC2CCN(C)C2)cc1 (stereo unspecified)
    3.2 | -4.2 | x
(14) O=C(Nc1ccnn1C1CCN(C(=O)C2=CCCCC2)CC1)C1CCOC1 (stereo unspecified)
    -2.3 | -6.6 | -4.3
(15) Cc1cc(-c2c(-c3ccccc3)ncn2CCOc2nonc2C)n[nH]1
    -1.5 | -2.4 | x
(16) CC(=O)c1sc(Nc2nc(NC(C)C)nc(NC(C)C)n2)nc1C
    7.1 | -6.5 | -2.6
(17) O=C(Cn1nc(-c2ccccc2)c2ccccc2c1=O)Nc1ccc(O)cc1
    2.4 | -1.0 | -5.8
(18) Cc1cccc(OCCCc2c(C)n[nH]c2C)c1C
    -7.3 | -5.4 | x
(19) CCCSc1nc(NCCOC)c2cnn(CCNC(=O)c3ccco3)c2n1
    3.9 | 1.4 | -8.3
(20) C=C(C)Cn1c(=O)c2c(nc3n2CCN3c2cc(C)cc(C)c2)n(C)c1=O
    14.4 | -6.2 | x

# By substructure: the entries above with a halogen (5)
# Results follow in this order: NPYLR7 ag | hcGAS lum | mcGAS inh
(3) Cc1ccccc1C1=NOC(CN(Cc2ccc(C(F)(F)F)cc2)C(=O)c2cccc(F)c2)C1 (stereo unspecified)
    8.2 | -3.8 | -8.7
(4) COCCN(Cc1cccc(OS(=O)(=O)c2cccc(C(F)(F)F)c2)c1)S(=O)(=O)c1ccc(C(C)(C)C)cc1
    -9.8 | -10.1 | -3.6
(5) O=C(Nc1ccc(F)cc1)c1cc(S(=O)(=O)N2CCOCC2)ccc1F
    6.4 | -11.3 | -8.6
(7) CC(=O)Nc1cc(Br)cnc1OCC(F)(F)F
    -29.4 | 2.9 | x
(11) COc1ccc(-c2cc(C(=O)N3CCN(c4cccc(Cl)c4)CC3)n3nc(-c4ccc(Cl)cc4)cc3n2)cc1
    5.3 | -0.8 | -6.5

# Other structures:
# Results follow in this order: NPYLR7 ag | hcGAS lum | mcGAS inh
(21) Cc1sc2nc(C(C)Sc3ncc(C(F)(F)F)cc3Cl)[nH]c(=O)c2c1C (stereo unspecified)
    17.2 | -9.8 | -15.5
(22) O=C(Nc1cc(Cl)ccc1O)c1cnn2c(C(F)(F)F)cc(-c3ccc(F)cc3)nc12
    -3.2 | -3.1 | -5.4
(23) COc1ccc(C)c2sc(N(CCCN3CCOCC3)C(=O)C3CCCCC3)nc12
    -0.5 | -6.7 | -8.6
(24) CCn1cc(C(=O)N2CCN(Cc3cc(C)ccc3C)CC2)c2nn(-c3ccccc3)c(=O)c-2c1
    -1.4 | -5.0 | -6.4
(25) Cc1nc(NCCc2ccccc2)sc1C(=O)N(C)C
    -31.7 | 0.1 | x
(26) CCOC(=O)c1cc(C2CC2)n(C2CCN(C(=O)Cc3cccs3)CC2)n1
    28.5 | -3.5 | -4.0
(27) COc1ccc(-c2nc(C(N)=O)c3[nH]c(=O)n(-c4cccc(Cl)c4)c3n2)c(OC)c1
    6.7 | -2.7 | -5.5
(28) Cc1cc(NC(=O)CC(C)(C)C)nc2c1c(=O)oc1ccccc12
    14.6 | 1.0 | x
(29) CCn1nc(C)c(CN2CCCC(N3CCCC3=O)C2)c1C (stereo unspecified)
    0.9 | -4.1 | -6.3
(30) Cc1ccc(-c2nc(C=Nc3ccc(F)cc3)c(O)o2)cc1
    -5.4 | -6.8 | x
(31) Cc1nn(-c2ccccc2)c2[nH]cc(C(=O)NCc3ccccc3)c(=O)c12
    -1.8 | -5.7 | -7.2
(32) Cc1nc(CCC(=O)N2CCCC(CCc3ccc(F)c(F)c3)C2)n[nH]1 (stereo unspecified)
    4.3 | -2.5 | x
(33) OCC#Cc1ccc(-c2nccn2CCc2c[nH]c3ccccc23)s1
    6.0 | -4.9 | x
(34) COc1ccc(N2CCN(C(=O)C3CC=CCC3C(=O)NCCc3ccccc3)CC2)cc1 (stereo unspecified)
    -8.0 | -4.6 | x
(35) CN(C)CCC1CN(C(=O)CCCc2cn[nH]c2)CCO1 (stereo unspecified)
    4.8 | -9.6 | -15.1
(36) Cn1c(SCC(=O)N2CCOCC2)nc2c([nH]c3ccccc32)c1=O
    0.1 | -6.2 | -7.1
(37) Cc1ccc(-c2nc(C=Nc3ccc(I)cc3)c(O)o2)cc1
    -1.8 | -6.7 | -8.0
(38) CCOC(=O)c1cc(-c2cccc(NC(=O)c3ccccc3OC)c2)n(-c2ccc(OC)cc2)n1
    23.8 | -3.1 | -2.9
(39) CCc1nc(N(CCC(=O)NCCN2CCOCC2)Cc2ccccc2)c2ccccc2n1
    15.7 | -0.2 | -6.8
(40) COc1cccc(CCC(=O)N2CCC(n3cnc4ccccc43)CC2)c1
    19.5 | -3.7 | -6.1

# Entries of single compounds, looked up by structure. Order of screens: NPYLR7 ag, hcGAS lum, mcGAS inh
# CC1NC(=S)N(c2cccc(Oc3ccncc3)c2)C1=O (stereo unspecified) is listed with -0.6, -4.8, -5.3
# Cc1sc2nc(C(C)Sc3ncc(C(F)(F)F)cc3Cl)[nH]c(=O)c2c1C (stereo unspecified) is listed with 17.2, -9.8, -15.5
# Cc1nn(-c2ccccc2)c2[nH]cc(C(=O)NCc3ccccc3)c(=O)c12 is listed with -1.8, -5.7, -7.2
# COc1ccc(-c2nc(C(N)=O)c3[nH]c(=O)n(-c4cccc(Cl)c4)c3n2)c(OC)c1 is listed with 6.7, -2.7, -5.5
# CCCSc1nc(NCCOC)c2cnn(CCNC(=O)c3ccco3)c2n1 is listed with 3.9, 1.4, -8.3

# Four entries from above, screen by screen:
37	Cc1ccc(-c2nc(C=Nc3ccc(I)cc3)c(O)o2)cc1
38	CCOC(=O)c1cc(-c2cccc(NC(=O)c3ccccc3OC)c2)n(-c2ccc(OC)cc2)n1
39	CCc1nc(N(CCC(=O)NCCN2CCOCC2)Cc2ccccc2)c2ccccc2n1
40	COc1cccc(CCC(=O)N2CCC(n3cnc4ccccc43)CC2)c1
Compound,37,38,39,40
NPYLR7 ag,-1.8,23.8,15.7,19.5
hcGAS lum,-6.7,-3.1,-0.2,-3.7
mcGAS inh,-8.0,-2.9,-6.8,-6.1

# More structures
# Results follow in this order: NPYLR7 ag | hcGAS lum | mcGAS inh
(41) CC(=O)NCCC(=O)N(CCCc1ccccc1)CCN(C)C
    -0.4 | -11.3 | x
(42) CC(NCC(=O)Nc1sc2c(c1C(N)=O)CCC2)c1ccccc1F (stereo unspecified)
    2.2 | -1.2 | x
(43) O=C(Cn1cnc([N+](=O)[O-])n1)NN=C1CCCCCC1
    -7.2 | -4.7 | -7.7
(44) Cc1nc(CN(C)C(=O)NC(C)c2ccc(F)c(F)c2)cs1 (stereo unspecified)
    -4.3 | 2.9 | x
(45) O=C(c1cccc2ccnn12)N1CCCC1c1nccs1 (stereo unspecified)
    -1.5 | -0.8 | x
(46) c1cc(CN(Cc2nc(-c3ccc4c(c3)OCO4)no2)CC2CCCO2)ccn1 (stereo unspecified)
    13.2 | -7.9 | -16.9
(47) O=c1c(N=Nc2nccs2)c(-c2ccc([N+](=O)[O-])cc2)[nH]n1-c1ccccc1
    -4.1 | -7.5 | -9.1
(48) Cn1c(O)c(N=NC(=O)COc2ccc([N+](=O)[O-])cc2Br)c2ccccc21
    -1.3 | -5.2 | x
(49) c1ccc(SCCNCc2cc3ccccc3o2)cc1
    3.9 | 1.5 | x
(50) Cc1c(-c2cn(C(C)c3nnc(N)s3)nn2)c(=O)n(-c2ccccc2)n1C (stereo unspecified)
    -0.5 | 16.8 | x
(51) c1ccc(-c2nc3sc4c(ncn5cnnc45)c3c3c2CCC3)cc1
    0.8 | -1.2 | -3.3
(52) CCOC(=O)/C=C/C(=O)Nc1ccc(S(=O)(=O)N(C)c2ccccc2)cc1
    -6.0 | -9.3 | x
(53) Cc1cc(OCC2CN(C(=O)c3ccc4c(c3)CCO4)CCO2)ccc1Cl (stereo unspecified)
    -2.1 | -4.2 | -4.9
(54) CCCCN(C=O)c1c(CC)nc2ccc(C(=O)NCc3cccs3)cn12
    -1.4 | -4.1 | -2.0
(55) CCc1nnc(NC(=O)NCc2coc(-c3ccccc3)n2)s1
    0.8 | -17.4 | -17.1
(56) Cc1cc(NC(=O)CS(=O)(=O)Cc2c(C)noc2C)no1
    9.2 | -5.3 | x
(57) NC(=O)c1ccc(COC(=O)c2cc(Br)ccc2O)cc1
    -6.2 | -5.4 | x
(58) Cc1nc2nc3ccn(CCN4CCOCC4)c(=O)c3c(-c3ccc(Cl)cc3)n2n1
    -8.8 | 0.9 | -2.2
(59) COCCc1nc2c(c(=O)[nH]1)CCN(C1CCC1)CC2
    x | -5.8 | -3.0
(60) CN(C)S(=O)(=O)c1ccc2nnn(OCc3ccccc3)c2c1
    3.4 | -5.6 | x
(61) C=CCN1Cc2cc3c(cc2N(CC(C)O)CCC1=O)OCO3 (stereo unspecified)
    22.7 | 1.9 | -5.5
